High-throughput results from PubChem.
Mcl1-Noxa inh: Mcl-1/Noxa interaction inhibition | Q07820 | TR-FRET Mcl-1/Noxa peptide binding, 2 h | inhibition, % at 21.7 µM | 220,000 tested, 1.5% active;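 active means compounds that cut the protein-peptide binding signal by more than 50% relative to plate controls in a single-dose test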;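 further: His-tagged Mcl-1 with rhodamine Noxa BH3 peptide and terbium anti-His antibody; 0% = Mcl-1 plus Noxa peptide wells and 100% = peptide-only wells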
Target sequence (Q07820 whole entry, looked up): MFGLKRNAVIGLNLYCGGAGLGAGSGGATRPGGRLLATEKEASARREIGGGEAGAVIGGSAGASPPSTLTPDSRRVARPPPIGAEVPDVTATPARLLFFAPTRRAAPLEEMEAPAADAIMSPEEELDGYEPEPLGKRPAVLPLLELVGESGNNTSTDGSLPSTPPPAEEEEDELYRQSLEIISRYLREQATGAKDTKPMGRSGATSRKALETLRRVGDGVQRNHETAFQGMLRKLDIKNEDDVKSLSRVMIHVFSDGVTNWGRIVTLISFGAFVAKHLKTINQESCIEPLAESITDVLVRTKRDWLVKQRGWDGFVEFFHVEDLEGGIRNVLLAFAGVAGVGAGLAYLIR
Rac1 mut GTP: alters GTP binding to activated mutant human Rac1 | AID 764 | GST-Rac1 activated beads, fluorescent GTP binding, flow cytometry; actives lie on both sides; 100% means binding = to untreated wells | percent activity (GTP binding), % at 10 µM | 190,000 tested, 0.11% active | P63000;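 active means GTP binding at least 20 percentage points away from the 100% baseline, in either direction, so actives lie on both sides; inconclusive means Compound likely fluorescent itself, or too few beads counted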
Pf gamet viab: kills late stage P. falciparum gametocytes; AID 743093; P. falciparum stage V gametocytes, ATP luminescence, 24 h; inhibition, % at 10.9 µM; 150,000 tested, 0.065% active;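 active means inhibition above the mean plus 3 SD of compounds within the control limits, set per campaign, cut at about 38% in these data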;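 further: 0% = DMSO wells and 100% = medium only without gametocytes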
Bim-Mcl-1: inhibitors of Bim-Mcl-1 interaction, human; inhibition, % at 10 µM; AID 1009; 190,000 tested, 0.1% active; Bead-based flow cytometry, Bim peptide-Mcl-1 binding; Q07820; in the data active means inhibition above about 40%;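 further: 0% = no compound tracer wells and 100% = peptide blocker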
Cdc42 wt GTP: human Cdc42 wildtype GTP binding change, either direction; P60953; GST-Cdc42 beads, Bodipy-GTP binding, flow cytometry; actives lie on both sides; percent activity (GTP binding), % at 10 µM; 190,000 tested, 0.2% active;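 active means percent activity GTP binding at least 20 points away from the 100% baseline, either down as inhibitor or up as activator; inconclusive means compound flagged as likely green fluorescent from well-wide comparison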;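 further: median bead fluorescence of bound Bodipy-FL-GTP at 100 nM; 0% = excess unlabeled GTP control and 100% = no compound control; below 100% means less GTP binding so inhibitor and above means activator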
Target sequence (P60953 whole entry, looked up): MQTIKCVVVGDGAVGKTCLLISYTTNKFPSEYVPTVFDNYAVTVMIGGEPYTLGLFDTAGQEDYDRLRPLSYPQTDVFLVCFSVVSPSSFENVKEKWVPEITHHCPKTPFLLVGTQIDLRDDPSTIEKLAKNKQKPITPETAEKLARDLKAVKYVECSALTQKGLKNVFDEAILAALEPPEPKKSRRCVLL
HRas wt GTP: human HRas wildtype GTP binding, change in either direction. P01112. GST-Ras wt beads, Bodipy-FL-GTP binding, flow cytometry; actives lie on both sides. GTP binding activity, % at 10 µM. 190,000 tested, 0.14% active;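 active means GTP binding activity at least 20% away from the 100% baseline, either lowered as inhibitor or raised as activator; inconclusive means flagged as likely green fluorescent, judged across all proteins in the well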;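 further: 0% = unlabeled GTP competition control and 100% = no-compound control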
Target sequence (P01112 whole entry, looked up): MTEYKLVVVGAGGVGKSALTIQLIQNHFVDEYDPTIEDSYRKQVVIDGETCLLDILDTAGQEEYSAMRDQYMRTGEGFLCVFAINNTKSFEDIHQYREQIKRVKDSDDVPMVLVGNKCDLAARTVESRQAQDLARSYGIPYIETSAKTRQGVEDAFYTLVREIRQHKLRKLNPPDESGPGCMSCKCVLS
Rac1 wt modul: alters GTP binding to wildtype human Rac1; 190,000 tested, 0.27% active; GTP binding activity (% of control), % at 10 µM; GST-Rac1 beads, fluorescent GTP binding, flow cytometry; actives lie on both sides; 0 = cold GTP competed, 100 = untreated; AID 757;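 active means GTP binding activity at least 20 points away from the 100% control level, either lower or higher; inconclusive means compound flagged as likely green fluorescent, judged across all proteins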
Rab7 wt GTP bind: dog Rab7 wildtype GTP binding, inhibitors and activators. GST-Rab7 beads, fluorescent GTP binding, flow cytometry; actives lie on both sides; untreated = 100%, excess cold GTP = 0%. GTP binding activity (percent of control), % at 10 µM. 190,000 tested, 0.055% active. AID 758;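 active means fluorescent GTP binding to Rab7 beads changed by at least 20 points from the 100% baseline, either direction, mostly lower; inconclusive means compound itself probably fluorescent, or too few beads counted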;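 further: median green fluorescence of bound Bodipy-FL-GTP per Rab7 bead population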
Rab2A wt mod: changes GTP binding to wildtype dog Rab2A, up or down. P61105. GST-Rab2 wt beads, Bodipy-GTP binding, flow cytometry. GTP binding activity, % at 10 µM. 190,000 tested, 0.19% active. AID 760;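 active means GTP binding activity at least 20 points away from 100%, either lowered or raised; inconclusive means signal likely due to the compound's own green fluorescence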;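 further: 0% = beads with excess unlabeled GTP and 100% = no-compound control corrected for plate trend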
RGS8-Gao reg: regulators of human RGS8-Galphao interaction. P09471. AID 1423. response (percent of control binding), % at 10 µM. multiplexed bead flow cytometry, RGS8-Galphao binding; actives lie on both sides. 220,000 tested, 0.34% active; in the data active means response below about 60% or above about 140%; inactive means in between;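 further: Galphao activated as the GDP aluminium fluoride complex binding bead-coupled RGS8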
Mcl1 Bid PPI: disrupts binding of human Mcl-1 to Bid peptide | Q07820 | TR-FRET Mcl-1/Bid-Dy647 peptide binding, 1536-well | inhibition, % at 21.7 µM | 220,000 tested, 0.97% active | AID 1021;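 active means compounds that cut the binding signal by more than half at the single screening dose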;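 further: His-tagged Mcl-1 with europium anti-His antibody binding Bid BH3 peptide; 0% = Mcl-1 plus peptide wells and 100% = peptide-only wells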
The depositor's hits bear a star; ? = inconclusive; . = not tested or not shown; & = joins results of further samples.

SMILES	Mcl1-Noxa inh	Rac1 mut GTP	Pf gamet viab	Bim-Mcl-1	Cdc42 wt GTP	HRas wt GTP	Rac1 wt modul	Rab7 wt GTP bind	Rab2A wt mod	RGS8-Gao reg	Mcl1 Bid PPI
CCOc1cc(/C=C2/NC(=O)NC2=O)cc([N+](=O)[O-])c1O	30	?	-10	5	?	?	?	?	?	102	-103
CC1CC(C)(C)N(C(=O)NC2CCCCC2)c2ccccc21 (stereo not given)	-10	99	.	-1	105	102	106	99	103	94	-19
Cn1ncc(Cl)c1C(=O)Nc1sc2c(c1C(N)=O)CCC2	20	100	3	-4	102	100	112	101	101	103	-7
CSc1ccccc1NC(=O)c1ccccc1N(Cc1ccccc1)S(C)(=O)=O	1	99	.	-3	101	102	104	101	100	97	-14
O=C(COc1ccccc1)NC1=NCCS1	-6	100	.	-4	107	102	108	102	101	100	-28
CC(CC1C(C#N)=C(N)SC(N)=C1C#N)c1ccccc1 (stereo not given)	4	101	-2	-3	103	100	101	99	100	98	-27
O=C(CCc1ccccc1)NNC(=O)c1cccc(F)c1	20	97	22	0	98	99	101	104	98	100	-1
O=c1oc2ccccc2c(Nc2ccc3ncccc3c2)c1[N+](=O)[O-]	4	96	26	-1	98	98	99	101	97	103	1
CSc1ccccc1COC(=O)Nc1ccccc1C	-6	97	-15	-2	99	96	101	96	96	102	1
COC(=O)c1c(C)[nH]c(O)c1C=Nc1ccc(Oc2ccccc2)cc1	4	94	.	3	93	93	94	89	96	102	-19
CC(C)C(c1nnnn1C1CCCCC1)N1CCc2ccccc21 (stereo not given)	18	98	.	-2	98	99	101	101	100	99	-30
O=C(CC1COc2ccccc2O1)NCc1ccccc1 (stereo not given)	0	98	.	-4	97	99	102	94	99	86	-9
COc1ccc(C(C(=O)Nc2ccc(F)cc2)N(C(=O)Cn2nnc3ccccc32)C2CC2)cc1 (stereo not given)	3	99	.	-1	102	101	101	101	100	107	-11
COc1ccc(C(=O)OCC(=O)Nc2cc(C)c(C)cc2[N+](=O)[O-])cc1	-3	98	7	-2	101	99	103	100	100	93	-1
Cc1ccc(Cl)cc1N1CCN(Cc2nc3c(c(=O)[nH]c(=O)n3C)n2CCc2ccccc2)CC1	-9	96	.	-1	95	99	102	97	98	101	-9
COc1ccc(-c2[nH]ncc2/C=N/NC(=O)c2cc(Br)ccc2O)c(OC)c1	-14	97	-7	-5	99	98	99	95	96	100	-35
Cc1[nH]c2ccccc2c1/C=N/Nc1ccccn1	18	96	4	-1	98	99	99	97	97	102	-47
CCn1nc(C)c(CNC(=O)CC2C(=O)NCCN2CC(C)(C)C)c1C (stereo not given)	12	97	.	1	98	96	101	94	95	105	-16
CCOc1cccc(N2C(=O)CC(N(CCc3ccc(OC)c(OC)c3)C(=O)CC)C2=O)c1 (stereo not given)	6&18	97	.	-2	100	99	101	97	99	100	2&-8
COC(=O)c1sccc1NC(=O)CN1CCN(c2ccc(F)cc2)CC1	13	94	.	2	95	97	99	102	97	102	-14
Cc1ccccc1OCC(=O)Nc1cccc(C(=O)O)c1	-3	94	-1	0	93	96	99	95	96	100	-20
CCCOc1ccccc1-n1sc2c(c1=S)-c1cc(OC)cc3c1N(C(=O)C3=O)C2(C)C	-23	94	14	-3	80	94	90	91	94	83	-16
O=C(Nc1ccc(NC(=O)C2CC2)nc1)c1ccccn1	38	103	.	-1	101	100	104	96	102	102	5
CCC(=O)N1CCCc2cc(S(=O)(=O)N3CCN(c4ccccn4)CC3)ccc21	-6	97	.	-6	95	97	99	97	97	102	14
Cc1ccc(-n2c(-c3ccco3)nc3nc4ccccc4nc32)cc1F	32	97	-16	1	98	99	98	100	98	98	-7
OCCN1CCN(C(=S)c2ccc(Cl)cc2)CC1	-1	95	-51	-13	97	96	99	98	96	91	-19
COC(=O)Cn1c(=NC(=O)c2nc3ccccc3s2)sc2cc(S(C)(=O)=O)ccc21	-30	99	-11	-21	99	97	104	97	95	121	-13
CCc1ccc(-n2c(Cc3ccccc3)n[nH]c2=S)cc1	6	96	19	-2	99	99	101	107	100	88	-27
Cc1cc(C)n(-c2c(F)c(F)c(CN3CCCCC3)c(F)c2F)n1	-5	98	.	-1	102	101	100	103	102	103	-19
COC(=O)c1c(NC(=O)c2c(C)noc2C)sc2c1CCCCCC2	5	97	.	-4	101	98	101	97	96	101	-16

Ordered by SMILES length (ascending): some entries from above
SMILES	Mcl1-Noxa inh	Rac1 mut GTP	Pf gamet viab	Bim-Mcl-1	Cdc42 wt GTP	HRas wt GTP	Rac1 wt modul	Rab7 wt GTP bind	Rab2A wt mod	RGS8-Gao reg	Mcl1 Bid PPI
OCCN1CCN(C(=S)c2ccc(Cl)cc2)CC1	-1	95	-51	-13	97	96	99	98	96	91	-19
Cc1[nH]c2ccccc2c1/C=N/Nc1ccccn1	18	96	4	-1	98	99	99	97	97	102	-47
O=C(Nc1ccc(NC(=O)C2CC2)nc1)c1ccccn1	38	103	.	-1	101	100	104	96	102	102	5
COC(=O)c1c(NC(=O)c2c(C)noc2C)sc2c1CCCCCC2	5	97	.	-4	101	98	101	97	96	101	-16
COC(=O)c1sccc1NC(=O)CN1CCN(c2ccc(F)cc2)CC1	13	94	.	2	95	97	99	102	97	102	-14
Cc1cc(C)n(-c2c(F)c(F)c(CN3CCCCC3)c(F)c2F)n1	-5	98	.	-1	102	101	100	103	102	103	-19
CCn1nc(C)c(CNC(=O)CC2C(=O)NCCN2CC(C)(C)C)c1C (stereo not given)	12	97	.	1	98	96	101	94	95	105	-16
COC(=O)Cn1c(=NC(=O)c2nc3ccccc3s2)sc2cc(S(C)(=O)=O)ccc21	-30	99	-11	-21	99	97	104	97	95	121	-13
CCOc1cccc(N2C(=O)CC(N(CCc3ccc(OC)c(OC)c3)C(=O)CC)C2=O)c1 (stereo not given)	6&18	97	.	-2	100	99	101	97	99	100	2&-8
CCCOc1ccccc1-n1sc2c(c1=S)-c1cc(OC)cc3c1N(C(=O)C3=O)C2(C)C	-23	94	14	-3	80	94	90	91	94	83	-16

Going on with the list.
SMILES	Mcl1-Noxa inh	Rac1 mut GTP	Pf gamet viab	Bim-Mcl-1	Cdc42 wt GTP	HRas wt GTP	Rac1 wt modul	Rab7 wt GTP bind	Rab2A wt mod	RGS8-Gao reg	Mcl1 Bid PPI
CCOc1ccc(C2C3=C(CCCC3=O)Nc3nc(C(F)(F)F)nn32)cc1OC (stereo not given)	12	102	.	-1	100	100	101	98	100	104	-6
O=C(/C=C/c1ccc(Cl)cc1Cl)N1CCN(c2ccc([N+](=O)[O-])c(N3CCOCC3)c2)CC1	11	95	11	-2	94	96	101	98	96	99	-4
CSc1nc2nccc(-c3ccc4c(c3)OCO4)n2n1	0	91	-3	1	93	92	86	103	92	102	-21
CS(=O)(=O)c1ccc2nc(NC(=O)CN3CCCCCC3)sc2c1	.	93	.	1	95	95	92	91	91	99	55*
COC(=O)c1cc(Br)c(=O)n(-c2cc(C)on2)c1	11	98	.	-4	102	99	104	98	100	104	3
CN(C)S(=O)(=O)c1ccc2[nH]cc(/C=C/c3nc4ccccc4c(=O)n3-c3ccccc3)c2c1	3	100	.	-4	101	101	103	97	101	102	-2
CC(NC(=O)c1cccc(C(F)(F)F)c1)C(c1ccccc1)N1CCOCC1 (stereo not given)	-10	94	-4	2	92	95	96	95	93	101	-12
COc1ccc(C(CC(=O)NCc2ccccc2)Sc2n[nH]c(-c3ccc(Cl)cc3)n2)cc1 (stereo not given)	-3	100	9	-4	103	98	103	101	97	102	-12
Cc1ccc2c(c1)NC(=O)C(CC(=O)NCCN(CC(C)C)CC(C)C)O2 (stereo not given)	20	95	.	0	100	99	102	99	97	89	-21
CCOC(=O)C1=C(CSc2nccn2C)NC(=O)NC1c1cc(C)ccc1C (stereo not given)	3	99	.	2	102	102	105	101	101	102	-26
COC(=O)COc1ccc(S(=O)(=O)NCc2cccnc2)cc1	4	103	.	0	107	101	108	102	100	102	-31
COc1ccccc1C(=O)NC(=Nc1nc2ccccc2o1)NC(=O)c1ccccc1OC	-12	97	.	12	96	94	92	90	95	94	-12
Cc1ccc(C(=O)OCC(=O)Nc2ncc(C(F)(F)F)cc2Cl)cc1NC(=O)c1ccco1	5	92	-2	-1	96	95	100	100	98	105	-10
Cc1sc2ncnc(Oc3ccc(-n4ccnc4)cc3)c2c1C	10	103	.	1	104	101	109	101	103	96	13
CCc1ccc(CN(C)C(=O)CCc2nc3ccccc3n(-c3ccc(OC)cc3)c2=O)cc1	-8	93	3	1	94	95	96	92	92	96	7
CS(=O)(=O)c1ccc(C(=O)OCC(=O)NC(=O)C2CCCCC2)cc1[N+](=O)[O-]	0	71*	-23	0	68*	87	89	100	82	98	-3
Cc1cc2c(c(=O)n1Cc1cccnc1)C(c1ccc(F)cc1)C(C#N)=C(N)O2 (stereo not given)	-4	97	.	0	98	96	98	94	94	104	-66
OCCN1CCOCCN(CCO)CCN(CCO)CC1	-103	96	1	-2	98	98	100	97	97	99	-48
O=c1c2cc(F)ccc2[nH]c(=S)n1CCCN1CCOCC1	18	98	.	-2	99	99	103	98	99	103	-21
COc1ccc(OC)c(NC(=O)CN(C)S(=O)(=O)c2ccc(Cl)cc2)c1	3	98	12	-4	97	96	100	97	96	95	-8
Cc1cc(NCCO)nc(N2CCOCC2)n1	2	95	12	0	99	99	98	101	96	105	-17
O=C(O)c1cccc(NC(=O)c2cn(-c3ccccc3)nc2-c2ccncc2)c1	-2	92	29	-2	96	96	95	97	96	100	-1
COc1ccc(CNC(=O)CN(Cc2cccs2)C(=O)CCC(=O)Nc2ccccn2)cc1	-15	98	-9	-1	98	100	100	104	99	106	-10
Cc1ccc(NC(=O)COC(=O)Cc2ccsc2)cc1S(=O)(=O)N1CCOCC1	27	99	-8	-6	101	102	101	101	100	98	-8
COc1ccc([N+](=O)[O-])cc1NC(=O)Cc1noc2ccc(C)cc12	-14	96	-10	1	97	97	96	95	96	102	-20
